Screens as filed in PubChem BioAssay.
ALOX12 inh: ALOX12 (human) lipoxygenase inhibition | hit rate 1.1% among 580,000 | P18054 | purified 12hLO, xylenol orange hydroperoxide absorbance | Potency, µM (titrated, usually from 108 µM), for the others: at the top dose activity change, negative = inhibition, usual class: inhibitors; active = well fitted inhibition curve with a large enough effect; inconclusive = small, poorly fitted or top-dose-only effect, or another doubt; inactive = no such curve, though single readings can be large or run the other way
Target sequence (P18054 whole entry, looked up): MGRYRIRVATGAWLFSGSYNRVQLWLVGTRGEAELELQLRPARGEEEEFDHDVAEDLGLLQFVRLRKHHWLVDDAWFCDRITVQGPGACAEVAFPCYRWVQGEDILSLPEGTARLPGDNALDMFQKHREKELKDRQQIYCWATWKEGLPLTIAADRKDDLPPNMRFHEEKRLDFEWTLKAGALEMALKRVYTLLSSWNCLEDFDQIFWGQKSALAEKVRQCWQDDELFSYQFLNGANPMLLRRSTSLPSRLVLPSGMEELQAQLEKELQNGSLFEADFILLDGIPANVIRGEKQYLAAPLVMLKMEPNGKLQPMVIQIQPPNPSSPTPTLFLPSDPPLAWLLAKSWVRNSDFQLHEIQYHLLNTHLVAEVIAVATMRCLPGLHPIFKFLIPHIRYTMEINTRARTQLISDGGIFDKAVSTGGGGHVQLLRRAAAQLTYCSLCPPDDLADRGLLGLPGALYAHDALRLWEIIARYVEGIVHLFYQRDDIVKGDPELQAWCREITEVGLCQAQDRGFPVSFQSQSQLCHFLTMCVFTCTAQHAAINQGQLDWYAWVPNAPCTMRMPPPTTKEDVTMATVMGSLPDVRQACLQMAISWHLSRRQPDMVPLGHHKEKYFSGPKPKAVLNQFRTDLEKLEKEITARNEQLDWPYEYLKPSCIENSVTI
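Hydroperoxide product was detected by ferrous iron/xylenol orange as the 573 to 405 nm absorbance ratio. Arachidonic acid at 40 uM (final) was turned over for 30 min at room temperature by 150 nM human 12hLO, pH 7.0 Hepes buffer, after 15 min compound preincubation.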
The depositor's hits bear a star; ? = inconclusive; & = joins results of further samples; [ ] = another dose, or the depositor's remark. % is set by controls: 0 for no effect and ±100 for the full control effect; potency is the fitted concentration of half-maximal effect. A portion of the library; the hit share may differ from the screen's.

SMILES | ALOX12 inh
COCCNC(=O)CC1=CSC2=NC(C)=C(C(=O)Nc3ccccc3)C(c3cccc(C)c3)N12 (stereo not drawn) | 62.1%[activator]
Cc1[nH]c2ccccc2c1C(=O)C(C)Sc1nnc(CCC(N)=O)n1C1CC1 (stereo not drawn) | -29.0%
O=S(=O)(c1ccc(C(F)(F)F)cc1)N1CCCc2nc(-c3ccc(Br)cc3)ccc21 | -15.3%
COc1ccccc1CN1CCC(N2Cc3cnc(C)n3C2=O)CC1 | 14.2%[176 µM]
COc1ccc(N2CCN(c3nc(C(=O)NCc4ccc(C)cc4)cs3)CC2)cc1 | -1.1%
Cc1cccc(C)c1NC(=O)C(C1CC1)n1c(=O)c(-c2ccco2)nc2ccccc21 (stereo not drawn) | ?
CC(C)Cn1nc2n(c1=O)CCN(S(=O)(=O)Cc1ccccc1)CC2 | 35.8%[activator]
CCc1cc(CC)n(-c2nc3c(c(=O)n(CC)c(=O)n3C)n2CC)n1 | ?
Cc1ccn(CC(=O)N2C[C@@H](COc3ccccc3)[C@H](C(N)=O)C2)n1 | 46.3%[activator]
O=C(N/N=C(\c1ccccc1)C1CCCCC1)c1ccc(Cl)cc1 | 39.2%
N#Cc1ccccc1S(=O)(=O)N[C@H]1CO[C@H]2[C@@H]1OC[C@@H]2n1nnnc1-c1ccc2c(c1)OCO2 | 24.5%
CCC(OC(=O)c1nn(CC)c(=O)c2ccccc12)C(=O)Nc1cc(C)on1 (stereo not drawn) | -0.7%
COc1ccc(C(=O)CC2(O)C(=O)N(Cc3c(F)cccc3Cl)c3ccccc32)c(OC)c1 (stereo not drawn) | ?
O=[S+]([O-])(c1ccncc1)c1nnn2c1nc(NC1CCCC1)c1ccccc12 | 6.2%[6.33 µM]
CCCCCC1CCC(c2ccc(-c3ccc(OCCC)cc3F)nc2)CC1 (stereo not drawn) | 23.6%
C=CCNC(=O)COC(=O)c1c(C)c(-c2ccccc2)nc2ccccc12 | -2.5%
Cc1ccc(NS(=O)(=O)c2ccc(N/N=C/c3ccc([N+](=O)[O-])o3)c([N+](=O)[O-])c2)c(C)c1 | -10.9%
CCN(CC)c1cc(CCC(=O)N2CCC(COC)CC2)ccn1 | ?
Cc1cc(C)c(CNC(=O)c2nc(-c3cnn(C)c3)cc3c2ccn3C)c(=O)[nH]1 | -19.9%[176 µM]
O=C(NCC1(COc2cnccn2)C[C@@H](O)[C@@H](O)C1)C1CC1 (stereo partly drawn) | 74.7%[activator][176 µM]
COc1ccccc1[C@@H]1CN(C(=O)C2CCOCC2)C[C@H]1C(=O)O | 58.7%
COC1CCC12CCN(C(=O)Nc1ccccc1F)CC2 (stereo not drawn) | 20.3%
O=C(C[C@@H]1O[C@H](CNS(=O)(=O)c2ccccc2)[C@@H](O)[C@H]1O)Nc1ccccc1 | 21.8%[176 µM]
COc1ccccc1-c1cc(C(=O)NCc2ccc(F)cc2)c2cnn(C)c2n1 | -5.3%[6.33 µM]
O=C(NCc1ccncc1)c1cc2n(n1)CC(c1ccc(Br)cc1)OC2 (stereo not drawn) | 9.7%
O=C(NCCC(=O)N(Cc1ccccc1F)C1CC1)c1ccc(Cl)cc1 | -27.9%
CC(=O)Nc1ccc(NC(=O)CSc2nc3ccccc3c(=O)[nH]2)cc1 | -27.9%
CCCCS(=O)(=O)N1CCc2nn(CCOC)c(=O)n2CC1 | 5.7%
O=C1Nc2ccc(-c3ccc(F)cc3F)cc2C(=O)N2C[C@H](O)C[C@@H]12 | 19.1%[176 µM]
O=C(NC1CC1)c1nc2sccn2c1Br | 80.2%[activator][176 µM]
COCc1nnc2n1CCC(NC(=O)c1ccc(C#N)cc1)CC2 (stereo not drawn) | 19.8%
C=CCNC(=O)C(NC(=O)c1cccc(OC)c1)C1CCN(C(=O)c2ccc(F)cc2)CC1 (stereo not drawn) | 33.1%[activator]
c1ccc2ncc(CNC[C@H]3COCc4nc5ccccc5n43)cc2c1 | 56.7%[activator][176 µM]
O=C(O)C[C@@H]1CCN(S(=O)(=O)c2ccccc2)C[C@@H]1CCN1CCN(c2cccc(C(F)(F)F)c2)CC1 | 51.8%[activator]
O=C(Nc1cccc(F)c1)N1CCCC2(CCN(C(=O)c3ccncc3)CC2)C1 | 12.2%[57.4 µM]
CC(C)CN1CCCC2(CCN(C(=O)c3cccn3C)CC2)C1 | 1.2%[57.4 µM]
Cc1[nH]c2ccccc2c1SCCNC(=O)c1cccs1 | ?
COC(=O)[C@]12C[C@H](CC(=O)NCc3cccc4ccccc34)C(=O)N(CCC3=CCCCC3)C1=C[C@H](COCc1ccccc1)O[C@@H]2C | -3.1%
CCC(C)NCc1ccccc1 (stereo not drawn) | 8.1%
CCN1C(=O)CCc2cc(NC(=O)Cc3ccc(F)cc3)ccc21 | 27.9%
O=C(NC1(C(F)(F)F)C(=O)Nc2c1c(=O)[nH]c(=O)n2-c1ccc(F)cc1)c1ccco1 (stereo not drawn) | ?
O=C(O)C(c1ccc2c(c1)OCCO2)N1CCCN(c2ncccn2)CC1 (stereo not drawn) | 6.7%
Cc1c(C#N)c(NC(=O)CSc2nnnn2-c2ccccc2)n(CC2CCCO2)c1C (stereo not drawn) | ?
N#Cc1ccc(O[C@@H]2CCOC[C@H]2NC(=O)CCc2cc(=O)[nH]o2)cc1 | ?
Cn1nc(C(=O)OCCOc2ccccc2)c2ccccc2c1=O | 5.7%

Quoted at random: two records from the list
SMILES | ALOX12 inh
N#Cc1ccc(O[C@@H]2CCOC[C@H]2NC(=O)CCc2cc(=O)[nH]o2)cc1 | ?
C=CCNC(=O)C(NC(=O)c1cccc(OC)c1)C1CCN(C(=O)c2ccc(F)cc2)CC1 (stereo not drawn) | 33.1%[activator]

Four of the compounds above, with values ahead of the structure.
ALOX12 inh	molecule
6.7%	O=C(O)C(c1ccc2c(c1)OCCO2)N1CCCN(c2ncccn2)CC1 (stereo not drawn)
33.1%[activator]	C=CCNC(=O)C(NC(=O)c1cccc(OC)c1)C1CCN(C(=O)c2ccc(F)cc2)CC1 (stereo not drawn)
56.7%[activator][176 µM]	c1ccc2ncc(CNC[C@H]3COCc4nc5ccccc5n43)cc2c1
?	Cc1[nH]c2ccccc2c1SCCNC(=O)c1cccs1

(cont.)
SMILES | ALOX12 inh
CC(C)c1ccc(-c2csc(NC(=O)Cn3cnc4c3c(=O)n(C)c(=O)n4C)n2)cc1 | 11.3%
CCN(CC)C(=O)[C@@H]1C[C@H](N)CN1C(=O)c1cc2ccccc2n(C)c1=O | 7.4%
O=C(CCC1CCCCC1)Nc1ccc(I)cc1 | 7.1%
CC(Sc1nc2ccccc2o1)C(=O)c1c[nH]c2ccccc12 (stereo not drawn) | ?
CCC1c2ccsc2CCN1C(=O)CCNC(=O)c1ccc(F)cc1F (stereo not drawn) | 18.1%
COc1ccc(CC(=O)OCc2ccccc2C#N)c(OC)c1 | 48.8%[activator]
Cn1nc(C2CCN(C(=O)c3ccc4ncccc4c3)CC2)c2c1CCOC2 | 63.3%[activator]
O=C(C1CC1)N1CCC(Cc2nc(C3CC3)n[nH]2)CC1 | 2.8%
Cc1cc(C(=O)N2CC(F)(F)C[C@H]2c2nnc(C3CC3)o2)on1 | 43.3%[activator]
O=C1CO[C@H]2CCN(CCCc3ccccc3)CC[C@@H]2N1c1ccccc1 | ?
O=C(NCCCNC(=O)c1cc2ccccc2[nH]1)c1ccc(F)cc1 | 2.6%
CCC(C)n1cnc2cccnc21 (stereo not drawn) | 9.5%[176 µM]
CN(C)CCCOCC1(C)COc2ccc(C(=O)N3CCOCC3)cc2N1 (stereo not drawn) | 33.8%[176 µM]
O=C(c1cn(C2CCCCC2)nn1)N1CCSCC1 | 9.5%
O=C(C[C@@H]1C[C@H]2O[C@H](CNCc3ccccc3C(F)(F)F)[C@@H](O)[C@H]2O1)N1CCC(F)(F)C1 | 17.5%
CCOC(=O)N1CCN(C(=O)C[C@@H]2C[C@@]3(C(=O)OC)CC(C)(C)CC=C3N(Cc3cccc4ccccc34)C2=O)CC1 | -30.5%
CC(C(=O)NC(N)=O)N(C)Cc1ccc(C(=O)NC2CC2)cc1 (stereo not drawn) | 34.1%[activator]
O=C(NCC1CN(C(=O)Cc2cccc(OC(F)(F)F)c2)CC12CN(c1ccccc1)C2)c1ccccc1 (stereo not drawn) | -18.0%
CCCn1c(C)cnc1CC1CCCN(C(=O)CCOC)C1 (stereo not drawn) | 30.4%
CC(C)CC(=O)N1CCCCCNC(=O)[C@H]2C[C@H](C(=O)N3CCc4ccccc4C3)C[C@H]21 | 29.3%
Cc1nnc2n1CCC(NC(=O)CC1=CCCCC1)CC2 (stereo not drawn) | 13.9%
O=C(COc1ccccc1)N1CCC2(CC1)CC(N1CCN(c3ccccc3)CC1)CCO2 (stereo not drawn) | 28.9%
Cc1ccc(C(=O)/C=C/c2ccc(-c3ccc(Cl)c(Cl)c3)o2)cc1 | -80.5%
N#CC1(NC(=O)CNc2ccc(-c3nnnn3C3CC3)cc2)CCCC1 | -2.3%
Cc1nc(C)c(C(=O)N2CCC(Cc3noc(-c4ccccc4)n3)C2)s1 (stereo not drawn) | 90.7%[activator]
COCCN1C(=O)c2cccn2CC1CNC(=O)c1ccc(Cn2ccnc2)o1 (stereo not drawn) | 12.3%
CCc1nnc2sc(-c3ccc(CNC(=O)C(C)(C)Oc4ccc(Cl)cc4)cc3)nn12 | 67.7%[activator]
COc1ccc(-c2cn(C)c(=O)n3cc(CN(C)C)nc23)c(C(F)(F)F)c1 | -21.4%[176 µM]
COCc1cc(C[C@@H]2CC[C@H](O)[C@@H](CNC(=O)COc3ccccc3)O2)no1 | 38.7%[activator][176 µM]
CCn1cc(S(=O)(=O)N2CCC(C(=O)O)(n3cccn3)CC2)cn1 | 2.6%
CN(C)c1cc(=O)c2ccnc(-c3ccc(O)c(F)c3)c2o1 | 6.2%[176 µM]
O=C(NC1CCN(c2cc(-c3ccc(Cl)cc3)[nH]n2)CC1)c1ccc2c(c1)OCO2 | 7.5%
CCNC(=O)N(C1CC1)C1CCOC2(CCN(C(=O)c3ccc4nc[nH]c4c3)CC2)C1 (stereo not drawn) | -0.5%
COc1ccc(C(=O)N[C@H]2[C@H](O)[C@H](O)C[C@@H]2c2ccc(N3CCOCC3)nc2)cc1OC | 84.4%[activator]
COCC1CN(C2CCC2)CC12CCN(C(=O)CCC1CCCC1)CC2 (stereo not drawn) | 7.6%
c1ccc2c(c1)CCN2C1CN(Cc2ccsc2)C1 | 24.5%[176 µM]
CC1Oc2ccc(NC(=O)c3ccc(F)cc3F)cc2CN(Cc2ccc(Cl)cc2)C1=O (stereo not drawn) | -6.4%
O=C(c1ccc2c(c1)OCO2)N1CCC(Cc2nc(-c3cnccn3)no2)CC1 | 9.7%
COc1nccnc1NC1CCN(C(=O)Cc2ccsc2)CC1 | 4.4%
COc1ccc(-c2cc(C(=O)N3CCOCC3)c3c(C)nn(-c4ccccc4)c3n2)cc1 | -3.1%[6.33 µM]
O=C(c1ccc2cc[nH]c2n1)N1CCOCC1 | 2.3%[12.5 µM]
COc1cccc(-c2noc(CC3CCN(C(=O)c4cc(Cl)ccc4F)CC3)n2)c1 | 1.2%
CCOC(=O)N1CCN(S(=O)(=O)c2cc(Cl)c(C)cc2OCC)CC1 | ?
O=C1COCCN1C1CCN(Cc2cncs2)CC1 | 7.6%&9.9%[12.5 µM]
NS(=O)(=O)c1ccc(NC(=O)c2cc3ncccn3n2)cc1 | -20.2%

Among those listed so far, 4 contain a thiophene ring, fused or not:
SMILES | ALOX12 inh
Cc1[nH]c2ccccc2c1SCCNC(=O)c1cccs1 | ?
CCC1c2ccsc2CCN1C(=O)CCNC(=O)c1ccc(F)cc1F (stereo not drawn) | 18.1%
c1ccc2c(c1)CCN2C1CN(Cc2ccsc2)C1 | 24.5%[176 µM]
COc1nccnc1NC1CCN(C(=O)Cc2ccsc2)CC1 | 4.4%

New compounds follow
SMILES | ALOX12 inh
O=C(CNc1ccc(F)c(Cl)c1)Nc1cc(Cl)ccc1-n1cncn1 | -0.8%
Cc1cc(O)cc(=O)n1-c1cccc(Br)c1 | 2.7%
CCN(Cc1ccccc1)C(=O)CCC[C@@H]1[C@H]2CCCN3CCC[C@@H](CN1C(=O)c1ccccc1)[C@@H]23 | 12.9%
C=CCNc1nc(-c2ccc(NC(C)=O)cc2F)cs1 | -29.7%
COc1cc(C2C(C(=O)Nc3ccccn3)=C(C)Nc3ncnn32)ccc1OCc1ccccc1 (stereo not drawn) | -25.3%
C[C@@H]1C(=O)O[C@H]2[C@H]1CC[C@@]1(C)Cc3sc(Nc4ccc(C(=O)O)cc4)nc3[C@@H](C)[C@H]21 | 0.8%[176 µM]
COc1cccc(/C=C/c2nc(C#N)c(N3CCN(C(C)=O)CC3)o2)c1 | -21.2%
CCCCn1c(CN(C)Cc2cnn(-c3ccccc3C)c2)cnc1S(=O)(=O)CC | 74.2%[activator]
CC(C)C(C)NC(=O)c1csc2c1CCCC2 (stereo not drawn) | 6.7%
O=C(O)CCNS(=O)(=O)c1ccc(Cl)c(C(F)(F)F)c1 | ?
O=C1NCCCCCCN(Cc2ccc(F)cc2F)[C@H]2CCC[C@@H]12 | 156.4%[activator]
O=C(C1CCCO1)N1CCCC(c2ccccc2)(c2ccccc2)C1 (stereo not drawn) | -18.5%
COc1cccc(-c2cc3c(=O)n(CCNC(=O)c4cc(Cl)ccc4F)ccn3n2)c1 | -6.7%
Oc1ccc(C2CC3CC2C2C=CCC32)cc1 (stereo not drawn) | ?
O=C(c1cccnc1)N1CCC2(CC1)C(=O)NN=C2C1CC1 | 66.7%[activator][176 µM]
O=C(NCCc1nnc2n1CCN(Cc1cc3ccccc3o1)CC2)c1ccoc1 | 14.6%
CC(C)=CC[N+](C)(C)CC#Cc1ccccc1 | 0.4%
COc1ccc(-c2noc(-c3cccn3CC(=O)N(C)c3ccc(F)cc3)n2)cc1F | 15.5%
CC(C)c1ccc(NC(=O)N2CCc3[nH]c4ccc(F)cc4c3C2)cc1 | ?
